Compound activity deposited in PubChem BioAssay by National Center for Advancing Translational Sciences (NCATS).
AmpC inh no detg: blocks E. coli AmpC beta-lactamase in detergent-free assay. AmpC nitrocefin hydrolysis, absorbance 480 nm, 0.0001% Triton. Potency, µM (doses to about 57.1 µM), for inactives: top-dose activity change, negative = inhibition, most hits filed as inhibitors. actives 0.52% (n = 330,000). AID 485341;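 further: potency means the concentration at half of the fitted maximal effect; plate controls were no compound for no effect and no enzyme for full effect; nearly all actives have a fitted effect of over 20% in size; some results filed as inactive show a strong effect at the top dose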
Target sequence (P00811 whole entry, looked up): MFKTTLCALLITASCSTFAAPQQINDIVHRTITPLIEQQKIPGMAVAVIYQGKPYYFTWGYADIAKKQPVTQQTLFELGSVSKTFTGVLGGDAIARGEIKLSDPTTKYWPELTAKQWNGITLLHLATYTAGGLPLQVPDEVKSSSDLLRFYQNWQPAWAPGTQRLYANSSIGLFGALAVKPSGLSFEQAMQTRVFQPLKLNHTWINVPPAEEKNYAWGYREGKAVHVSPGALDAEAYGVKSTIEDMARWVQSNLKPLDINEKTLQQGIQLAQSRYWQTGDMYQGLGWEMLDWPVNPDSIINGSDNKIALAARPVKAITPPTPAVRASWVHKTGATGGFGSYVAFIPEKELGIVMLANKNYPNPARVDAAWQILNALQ
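20 mM phosphate pH 7.0 + 0.01% (detergent screen) or 0.0001% Triton X-100; 5.3 nM AmpC reagent; cpd preinc 15 min RT; nitrocefin (800 uM stock) to start; A480 q20 s × 4 min; Activity was normalised to no-enzyme and no-compound control wells.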
Shiga toxin inh: blocks Shiga toxin action in Vero cells | actives 9.2% (n = 290,000) | inhibition, % at 38.7 µM | Vero cells, Shiga toxin protein synthesis inhibition reporter | AID 2315; in the data active means inhibition mostly above about 28%, no sharp cut-off; inactive means mostly below about 43%; further: 0% is about no effect
Tb PYK inh: inhibitors of Trypanosoma brucei pyruvate kinase. Potency, µM (highest dose often 76.8 µM), without a hit: at the top dose activity, negative = inhibition, hits mostly inhibitors. TbPYK enzyme, Kinase-Glo Plus ATP luminescence, 45 min. actives 0.12% (n = 410,000); further: potency means the concentration at half of the fitted maximal effect; on the % scale 0 is the no-effect control and ±100 the full control effect; nearly all actives have a fitted effect of over 50% in size
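Assay buffer: 50 mM TEA pH 7.2, 100 mM KCl, 10 mM MgCl2, 0.05% BSA, 0.01% Tween-20. Pyruvate kinase from T. brucei plus substrate met compound, then ADP (130 uM final). Luminescence was read post 45 min RT.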
Pf growth 96h: P. falciparum growth inhibition at 96 hours; Potency, µM (titrated, usually from 28.7 µM), inactives show at the top dose activity change, negative = inhibition, usual class: inhibitors; AID 504834; P. falciparum luciferase reporter growth, 96 h; actives 6.9% (n = 320,000); further: potency means the concentration at half of the fitted maximal effect; on the % scale 0 is the no-effect control and ±100 the full control effect
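Infected RBCs, 2% Hct / 0.05% parasitemia final; luciferase-reporter P. falciparum; cpd 96 h, 37 C, 5% CO2; luciferase detection reagent; luminescence.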
Pf growth 48h: P. falciparum growth inhibition at 48 hours (one generation); P. falciparum luciferase growth in erythrocytes, 48 h; Potency, µM (top dose mostly 28.7 µM), for the others: at the top dose activity change, negative = inhibition, actives largely listed as inhibitors; actives 5.9% (n = 310,000); AID 504832; further: potency means the concentration at half of the fitted maximal effect; on the % scale 0 is the no-effect control and ±100 the full control effect
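Luciferase-expressing parasites in RBCs, 2% Hct / 0.1% parasitemia final; RPMI 1640 + 0.5% Albumax; 37 C, 5% CO2, one generation; luminescence read-out, lower signal = inhibition.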
Cycloheximide cs: affects cycloheximide protein synthesis inhibition readout, counter-screen; cell reporter, cycloheximide protein synthesis inhibition counterscreen; max response, %; actives 12% (n = 300,000); AID 2314; in the data active means max response mostly above about 13%, no sharp cut-off; inactive means mostly below about 14%; further: read at 38.3 µM for the half of the compounds with a filed dose; 0% is about no effect
LmPK inhibitor: blocks Leishmania mexicana pyruvate kinase activity | purified LmPK, Kinase-Glo ATP luminescence, 1 h | actives 0.37% (n = 290,000) | AID 1721 | Potency, µM (titrated, usually from 57.5 µM), for the others: at the highest dose activity change, negative = inhibition, most hits filed as inhibitors | Q27686; further: potency means the concentration at half of the fitted maximal effect; on the % scale 0 is the no-effect control and ±100 the full control effect
Target sequence (Q27686 whole entry, looked up): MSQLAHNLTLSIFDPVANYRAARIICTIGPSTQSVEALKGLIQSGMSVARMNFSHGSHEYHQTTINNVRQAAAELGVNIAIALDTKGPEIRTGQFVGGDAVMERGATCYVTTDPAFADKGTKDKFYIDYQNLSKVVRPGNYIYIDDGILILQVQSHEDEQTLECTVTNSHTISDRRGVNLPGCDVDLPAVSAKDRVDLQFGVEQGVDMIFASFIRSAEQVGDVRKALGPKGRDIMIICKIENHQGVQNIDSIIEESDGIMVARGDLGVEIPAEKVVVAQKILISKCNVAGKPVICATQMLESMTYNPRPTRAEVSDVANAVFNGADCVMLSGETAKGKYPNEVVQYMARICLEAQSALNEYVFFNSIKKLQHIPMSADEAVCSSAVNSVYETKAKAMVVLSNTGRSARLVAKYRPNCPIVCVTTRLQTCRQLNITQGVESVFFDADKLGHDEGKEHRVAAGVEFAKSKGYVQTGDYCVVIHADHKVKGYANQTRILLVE
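In 50 mM imidazole pH 7.2 with 7 mM MgCl2, LmPK (0.1 nM) turned over PEP (0.5 mM) and ADP (0.1 mM) for 1 h at room temperature. Luciferase read-out of ATP.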
Starred values were filed as active, the others as inactive; ? = inconclusive; / = no result given; & = joins results of further samples; [ ] = remark or other dose. Unless noted, the call rests on the fitted dose curve; in most records, active means well fitted curve in the direction sought with a large enough effect; inconclusive means small, poorly fitted or top-dose-only effect, or another doubt; inactive means no such curve, though single readings can be large; an effect the other way counts as inactive or inconclusive.

No.	SMILES	AmpC inh no detg	Shiga toxin inh	Tb PYK inh	Pf growth 96h
1	COc1ccc(Cn2nnnc2C(c2cccs2)N2CCN(c3ccc([N+](=O)[O-])cc3)CC2)cc1 (stereo not drawn)	-38%	-1	-4%	?
2	O=C(O)c1cnc(-c2ccccc2)nc1-c1ccccc1	-16%	-4	4%	-15%
3	COc1cc(NC(=O)CN2C(=O)COc3ccc(S(=O)(=O)N4CCCCC4)cc32)cc(OC)c1	-31%	-17	3%&0%	10µM*
4	CC(=O)N1CCN(c2ccc(Oc3ccc([N+](=O)[O-])c(C(F)(F)F)c3)cc2)CC1	170%[activator]	-12	3%	?
5	COC(=O)Cn1cc(C(=O)c2cccs2)c2ccccc21	-25%	2	4%	?
6	COc1cn(-c2ccccc2)nc1C(=O)Nc1ccc(C)cc1Cl	-15%	29	1%	?
7	CCOc1ccc(NC(=O)CCNS(=O)(=O)c2ccc(Br)s2)cc1	-32%	5	1%	/
8	Cc1ccc(C(=O)CCC(=O)N2CCN(c3ccccc3O)CC2)cc1	7%	/	12%	-15%
9	O=C(NCc1ccc2c(c1)OCO2)c1ccc(N2CCCC2=O)cc1	-1%	-9	-2%	/
10	COC(=O)c1c[nH]n2c(=O)c(Cc3ccc(F)cc3Cl)c(C)nc12	-5%	-17	4%	1.5µM*
11	COc1ccc(CCC(=O)OCc2csc(CC(=O)Nc3ccccc3C)n2)cc1	-4%	-2	8%	-22%
12	O=C(Nc1ccncc1)c1ccc(Cl)cc1	-29%	3	1%	?

No.	Pf growth 48h	Cycloheximide cs	LmPK inhibitor
1	10µM*	-2	0%
2	8%	-7	12%
3	?	9	3%
4	?	-6	0%
5	1%	0	7%
6	-27%	12	-3%
7	7%	-2	2%
8	?	/	/
9	18%	15	8%
10	-5%	-1	6%
11	-16%	-2	0%
12	?	5	4%

Full records, looked up by structure. Screens in order: AmpC inh no detg, Shiga toxin inh, Tb PYK inh, Pf growth 96h, Pf growth 48h, Cycloheximide cs, LmPK inhibitor
Shown for COc1ccc(CCC(=O)OCc2csc(CC(=O)Nc3ccccc3C)n2)cc1 → -4%, -2, 8%, -22%, -16%, -2, 0%
Shown for CCOc1ccc(NC(=O)CCNS(=O)(=O)c2ccc(Br)s2)cc1 → -32%, 5, 1%, /, 7%, -2, 2%

Further results follow:
No.	SMILES	AmpC inh no detg	Shiga toxin inh	Tb PYK inh	Pf growth 96h
13	COc1ccccc1NS(=O)(=O)c1cc([N+](=O)[O-])ccc1N/N=C/c1c[nH]c2ccccc12	-19%	-14	0%	/
14	Cc1cccn2c(CNCC(C)Oc3cccnc3)c(C(=O)N3CCOCC3)nc12 (stereo not drawn)	2%	19	4%	2%
15	CC(=O)c1cccc(S(=O)(=O)N2CCC(C(=O)O)CC2)c1	-15%	-8	4%	18%
16	Cn1nnnc1SCc1ccc(C(=O)Nc2ccccc2F)cc1	-10%	45*	-9%	-23%
17	O=c1[nH]nc(SCCS(=O)(=O)c2ccc(F)cc2)n1-c1ccccc1C(F)(F)F	35%	35	0%	-2%
18	O=C(CC1CC2CCC1C2)N1CCN(S(=O)(=O)c2ccccc2[N+](=O)[O-])CC1 (stereo not drawn)	-5%	/	-10%	10µM*
19	Cc1ccc(SC[C@H](C)CN2CC[C@H](NC(=O)OCc3ccccc3)CCC2=O)cc1	89%[activator]	-4	4%	?
20	COc1ccc(NC(=O)CCSc2nnnn2C)cc1	86%[activator]	51	-6%	?
21	COc1ccc(CN2CCN(c3ncnc4scc(-c5ccc(F)cc5)c34)CC2)cc1	118%[activator]	-3	2%	9.3µM*
22	Cc1[nH]n(-c2ccccc2)c(=O)c1N=O	-12%	25	-3%	?
23	C=CCN1C(=O)N/C(=C/c2ccc(C)o2)C1=O	-17%	11	?	0%
24	O=C1COc2ccc(C(=O)CSc3nnnn3-c3ccccc3)cc2N1	-31%	23	-3%	/

No.	Pf growth 48h	Cycloheximide cs	LmPK inhibitor
13	?	0	-20%
14	-5%	4	-3%
15	19%	5	4%
16	56%[activator]	32*	-5%
17	?	-1	4%
18	?	/	/
19	-14%	2	-2%
20	100%[activator]	25*	2%
21	?	-4	-1%
22	-5%	-2	-15%
23	22%	-1	3%
24	2%	10	0%

Part of the list above, reformatted:
| item | canonical_smiles | AmpC inh no detg | Shiga toxin inh | Tb PYK inh | Pf growth 96h | Pf growth 48h | Cycloheximide cs | LmPK inhibitor |
| --- | --- | --- | --- | --- | --- | --- | --- | --- |
| 16 | Cn1nnnc1SCc1ccc(C(=O)Nc2ccccc2F)cc1 | -10% | 45* | -9% | -23% | 56%[activator] | 32* | -5% |
| 17 | O=c1[nH]nc(SCCS(=O)(=O)c2ccc(F)cc2)n1-c1ccccc1C(F)(F)F | 35% | 35 | 0% | -2% | ? | -1 | 4% |
| 18 | O=C(CC1CC2CCC1C2)N1CCN(S(=O)(=O)c2ccccc2[N+](=O)[O-])CC1 (stereo not drawn) | -5% | / | -10% | 10µM* | ? | / | / |
| 19 | Cc1ccc(SC[C@H](C)CN2CC[C@H](NC(=O)OCc3ccccc3)CCC2=O)cc1 | 89%[activator] | -4 | 4% | ? | -14% | 2 | -2% |
| 20 | COc1ccc(NC(=O)CCSc2nnnn2C)cc1 | 86%[activator] | 51 | -6% | ? | 100%[activator] | 25* | 2% |

Later entries:
No.	SMILES	AmpC inh no detg	Shiga toxin inh	Tb PYK inh	Pf growth 96h
25	CN(CC(=O)Nc1ccc(Cl)c(C(F)(F)F)c1)C(=O)C1CC(=O)N(C2CCCC2)C1 (stereo not drawn)	199%[activator]	/	-1%	?
26	O=C(NC1=NCCS1)c1ccccc1OCc1ccccc1Cl	31%	11	2%	?
27	Cn1ccc(C(=O)Nc2ccc3c(c2)OCCO3)n1	-5%	71*	-14%	75%[activator]
28	Cc1nn(C)c(C)c1NC(=O)c1ccc(S(=O)(=O)N(C)C)cc1	-15%	-3	-13%	7%
29	O=C(CN1C(=O)NC2(CCCC2)C1=O)OCCOc1ccccc1Cl	-8%	/	0%	32%[activator]
30	CCOC(=O)c1nc(Nc2ccc(C(=O)O)cc2)c2ccccc2n1	-16%	4	-13%	30%
31	COc1ccc(N2CCN(CC(=O)c3c(C)n(C)c4ccc(OC)cc34)CC2)cc1	-2%	-3	0%	-15%
32	Cc1ccc(CNc2ccc(N3C(=O)CC(C)C3=O)cc2[N+](=O)[O-])cc1 (stereo not drawn)	38%	0	-3%	-11%
33	O=C(NC1=NCCS1)c1ccc(-c2ccc(Cl)cc2)o1	-16%	77*	5%	?
34	COCC(=O)n1nc(-c2ccccc2)nc1NCc1ccccc1	-43%	63	-2%	?
35	N=C1C(c2ccccc2)=C(O)CN1c1cccc(S(=O)(=O)Nc2cccc(C(F)(F)F)c2)c1	-20%	-16	1%	-27%
36	O=C(Nc1ccc(F)cc1)NC1(C(=O)NCc2cccs2)CCCCC1	-25%	14	-10%	3%

No.	Pf growth 48h	Cycloheximide cs	LmPK inhibitor
25	?	/	/
26	-3%	-2	10%
27	12%	49*	?
28	5%	-2	-2%
29	21%	/	/
30	1%	3	4%
31	?	-8	0%
32	-2%	1	0%
33	/	56*	1%
34	3%	25*	3%
35	-6%	1	1%
36	-3%	3	-1%

The results go on.
No.	SMILES	AmpC inh no detg	Shiga toxin inh	Tb PYK inh	Pf growth 96h
37	C=CCn1c(SCC(=O)c2ccc(Br)cc2)nnc1C(CC(C)C)NC(=O)c1cccs1 (stereo not drawn)	-23%	-5	-24%	28%
38	CCc1ccc2c(c1)c1nc(C)sc1n2CC(=O)OC	-4%	11	-2%	/
39	Cc1nc2ccccc2c(=O)n1/N=C/c1ccccc1	-5%	33	-15%	114%[activator]
40	N/C(=N\OC(=O)COc1ccc(Br)cc1)c1ccncc1	-20%	19	3%	32%[activator]
41	Cc1ccc(OCc2cnc(Cl)s2)c(C)c1	-23%	146*	4%	-2%
42	COC(=O)c1cccc(NC(=O)c2cnccn2)c1	-8%	-3	1%	?
43	O=C(COc1ccc(Cl)cc1Cl)Nc1ccc(Cl)cn1	-49%	92*	3%	?
44	COc1cc(CCC(O)CC(=O)CCc2ccccc2)ccc1O (stereo not drawn)	-7%	0	-9%	0%
45	O=[N+]([O-])c1ccc(N=Cc2sc3ccccc3c2O)cc1	-25%	108*	-8%	33%[activator]
46	COc1ccc(-n2c(=O)c(CCC(=O)N(C)Cc3cccs3)nc3ccccc32)cc1	93%[activator]	/	0%	?
47	O=C(COC(=O)CNC(=O)C1CCCCC1)Nc1cccc(F)c1	-17%	/	0%	9%
48	COc1ccc(C=Nc2cccnc2N)cc1	-6%	/	-5%	48%[activator]

No.	Pf growth 48h	Cycloheximide cs	LmPK inhibitor
37	/	-3	8%
38	-17%	5	-7%
39	63%[activator]	4	-7%
40	-17%	-3	7%
41	22%	36*	-1%
42	45%[activator]	-1	-6%
43	/	30*	10%
44	33%[activator]	-1	-2%
45	10%	43*	-6%
46	13µM*	/	/
47	-20%	/	/
48	71%[activator]	24*	-4%

Other entries:
No.	SMILES	AmpC inh no detg	Shiga toxin inh	Tb PYK inh	Pf growth 96h
49	O=C(Nc1ccsc1C(=O)NC1CCCCC1)c1ccccc1	-16%	-7	-7%	?
50	O=C1N=C(N2CCCCC2)S/C1=C\c1cn[nH]c1-c1ccccc1	-20%	21	-17%	?
51	CCCN1C(=O)/C(=C/c2ccccc2OCc2ccc(C(=O)O)cc2)NC1=S	-43%	11	-11%	?
52	COc1cc(CC(=O)OCC(=O)Nc2ccc(Cl)c(S(=O)(=O)N(C)C)c2)cc(OC)c1OC	3%	5	2%	7%
53	Cc1ccc(C(=O)CC(=O)COc2ccc(Cl)cc2)cc1	-30%	27	0%	151%[activator]
54	CCN1CCN(c2ncnc3c2cnn3-c2ccc(Cl)cc2)CC1	-4%	74*	-3%	-94%
55	COc1ccccc1NC(=O)CCN1CCN(Cc2ccccc2)CC1	2%	-10	-5%	-25%
56	CCOc1ccc(N2C(=O)c3ccccc3C2=O)cc1	-7%	8	5%	/
57	O=C(CCN1C(=O)CSc2ccccc21)Nc1ccc(C(F)(F)F)cc1	-5%	/	2%	-2%
58	Cc1ccc(NC(=O)COc2ccc(Br)cn2)cc1	-7%	-5	9%	39%[activator]
59	CC(=O)c1sc(NS(=O)(=O)c2ccc(C)cc2)nc1C	-12%	23	2%	-10%
60	COc1ccc(N(C(=O)c2cccnc2)S(=O)(=O)c2ccc(F)cc2)cc1	39%	-4	3%	8%

No.	Pf growth 48h	Cycloheximide cs	LmPK inhibitor
49	7.4µM*	2	3%
50	7%	11	0%
51	-14%	-3	1%
52	-2%	5	4%
53	?	18*	-3%
54	108%[activator]	45*	1%
55	/	-3	2%
56	16%	8	-5%
57	3%	/	/
58	53%[activator]	5	1%
59	14%	-2	-6%
60	44%	5	5%
